# RAM network inh = blocks the yeast RAM network; 190,000 compounds, 1.8% hits; inhibition, % at 50 µM; S. cerevisiae dse1pr::URA3 reporter, 5-FOA growth OD615, 2 d; analog-sensitive cbk1-as2 kinase mutant strain; AID 868;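 active = inhibition above a set limit, 3 SD over mean compound inhibition, cut at about 8.4% in these data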;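 also: 0% = DMSO-only wells with no growth and 100% = 10 µM 1-NA-PP1 full growth; inhibition rescues growth on 5-FOA so higher OD means more RAM inhibition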
# PMI act hi M6P = increases human PMI activity with near-saturating mannose 6-phosphate; P34949; 190,000 compounds, 0.34% hits; coupled PMI enzyme assay, resazurin fluorescence, 20 min; stronger effect = higher value; 1 = untreated enzyme, 0 = substrate-free blank; activation factor at 20 µM;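 active = activation factor of 2 or more at 20 µM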
# Target sequence (P34949 whole entry, looked up): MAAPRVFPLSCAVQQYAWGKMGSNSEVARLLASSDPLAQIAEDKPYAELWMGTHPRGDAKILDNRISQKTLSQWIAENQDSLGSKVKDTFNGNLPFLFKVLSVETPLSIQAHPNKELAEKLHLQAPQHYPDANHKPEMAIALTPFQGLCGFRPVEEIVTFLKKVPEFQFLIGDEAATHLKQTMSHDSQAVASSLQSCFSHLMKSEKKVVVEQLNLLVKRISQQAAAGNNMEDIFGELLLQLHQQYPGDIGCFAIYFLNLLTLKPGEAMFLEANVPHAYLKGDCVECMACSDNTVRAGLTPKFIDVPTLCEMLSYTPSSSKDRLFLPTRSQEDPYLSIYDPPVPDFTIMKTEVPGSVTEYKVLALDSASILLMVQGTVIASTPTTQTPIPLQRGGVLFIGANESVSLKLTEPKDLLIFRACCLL
#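 Material: human phosphomannose isomerase with PGI, G6PDH, diaphorase coupling enzymes; amount: PMI at 15 ng/mL final; also added: Mannose-6-phosphate 1.0 mM (near-saturating) plus 0.22 mM NADP+; incubation: enzyme reaction with compound 20 min at room temperature; signal: resorufin fluorescence (Ex 544/Em 590 nm) from resazurin via diaphorase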
# S1P3 antag = antagonists of human S1P3 receptor; CHO S1P3 NFAT-BLA reporter, FRET fluorescence, antagonist mode; Q99500; inhibition, % at 4.98 µM; 170,000 compounds, 0.27% hits;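 active = inhibition above the plate cutoff, the mean inhibition of test wells on that plate plus 3 SD, cut at about 28% in these data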;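 also: cells challenged with S1P at its EC80 of 0.8 µM; blue over green emission ratio from cleaved BLA substrate after 4 h stimulation; 0% = S1P-stimulated wells and 100% = unstimulated DMSO-only wells; some compounds past the cut are filed as inactive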
# HMGR II inh = inhibitors of class II HMG-CoA reductase from Enterococcus faecalis | AID 1066 | 190,000 compounds, 0.41% hits | inhibition, % at 10 µM | purified E. faecalis HMGR, NADPH absorbance 340 nm kinetic;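 active = inhibition above a set limit, the median over all tested compounds plus 3 SD, cut at about 9.5% in these data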;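 also: enzyme runs in reverse so mevalonate oxidation gives rising NADPH absorbance; 0% = complete reaction with DMSO and 100% = background rate lacking mevalonate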
# Lmaj promast = Leishmania major promastigote growth inhibition; Leishmania major promastigotes, resazurin fluorescence viability; inhibition, % at 10 µM; 200,000 compounds, 9% hits; AID 1063; in the data active = inhibition above about 50%;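 also: promastigotes grown with compound for 44 hours at 28 °C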
# TNAP inh no acc = TNAP (human) inhibition, acceptor-free conditions | P05186 | purified TNAP, CDP-star luminescence, 30 min | inhibition, % at 20 µM | 200,000 compounds, 0.26% hits | AID 1012;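 active = tissue-nonspecific alkaline phosphatase inhibition above about 50% at 20 µM in the single-dose screen, limit read from the data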;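 also: 0% = DMSO negative control and 100% = EDTA positive control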
# Target sequence (P05186 whole entry, looked up): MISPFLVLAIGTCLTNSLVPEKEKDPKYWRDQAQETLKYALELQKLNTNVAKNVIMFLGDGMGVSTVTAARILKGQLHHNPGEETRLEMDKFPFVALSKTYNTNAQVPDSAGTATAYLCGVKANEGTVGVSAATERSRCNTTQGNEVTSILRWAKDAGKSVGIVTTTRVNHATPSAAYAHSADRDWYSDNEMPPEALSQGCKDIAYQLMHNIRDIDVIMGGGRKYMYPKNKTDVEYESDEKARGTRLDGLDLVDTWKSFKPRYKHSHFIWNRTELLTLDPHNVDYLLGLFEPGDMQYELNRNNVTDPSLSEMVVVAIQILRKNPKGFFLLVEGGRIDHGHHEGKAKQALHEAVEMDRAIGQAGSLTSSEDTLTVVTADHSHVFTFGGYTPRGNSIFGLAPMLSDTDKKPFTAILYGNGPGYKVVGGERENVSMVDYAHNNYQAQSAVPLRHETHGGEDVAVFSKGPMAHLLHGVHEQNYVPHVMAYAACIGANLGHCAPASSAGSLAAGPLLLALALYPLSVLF
# Hsp70 activator = Hsp70 transcriptional activation, primary screen; activation, % at 10 µM; AID 1203; HeLa Hsp70 promoter luciferase reporter, luminescence; scaled: vehicle 0, proteasome-inhibitor control 100%; 200,000 compounds, 0.04% hits;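 active = activation above the mean across all tested compounds plus 3 SD, cutoff set per campaign, cut at about 5.5% in these data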;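 also: 100% = MG132 at 30 µM as the positive control and 0% = DMSO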
# Redox H2O2 prof = compounds producing H2O2 with reducing agent – biochemical, NIH compound library profiling, artefact control for MLSCN library redox annotation, primary screen; activation, % at 10 µM; AID 878; 200,000 compounds, 0.03% hits; DTT-dependent redox cycling H2O2, phenol red/HRP absorbance; 100% = 100 µM peroxide control, 0% = buffer;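 active = activation of at least 50% relative to the plate's high and low controls in the primary single-dose screen; inactive = activation below 50%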;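 also: compound incubated with DTT at 0.8 mM final as the reducing agent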
# PMI activator = increases human mannose-6-phosphate isomerase activity; purified human PMI, coupled resazurin fluorescence, 20 min; stronger effect = higher value; 1 = vehicle control, 0 substrate-free wells; 190,000 compounds, 0.005% hits; activation factor at 20 µM; P34949;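 active = activation factor of 2 or more at 20 µM, relative to plate controls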
# TNAP inh hi DEA = blocks human TNAP under high phosphate acceptor concentration; P05186; 200,000 compounds, 0.03% hits; purified TNAP, CDP-star luminescence, 1 M DEA; inhibition, % at 20 µM;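 active = over 50% inhibition of tissue-nonspecific alkaline phosphatase at 20 µM in the single-dose screen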;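 also: plate controls were DMSO wells for no effect and EDTA-quenched wells as full inhibition for full effect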
# Active calls of the source: *; . = not tested or not shown.
SMILES	RAM network inh	PMI act hi M6P	S1P3 antag	HMGR II inh	Lmaj promast	TNAP inh no acc	Hsp70 activator	Redox H2O2 prof	PMI activator	TNAP inh hi DEA
COc1ccc2[nH]c(C)c(CCNC(=S)Nc3cccc(C)c3C)c2c1	3.7	1	-8	-4	61*	-6	-0.3	0.3	1	2
CSC1=NCCN1S(=O)(=O)c1ccccc1	1.0	1	-4	1	-2	-6	-0.2	0.3	1	-4
CCCCOc1ccc(C(=O)Nn2c(-c3cccs3)nc3ccccc3c2=O)cc1	4.2	0.9	-15	0	1	-8	-0.4	-0.5	1	-3
Cc1ccc(C(=O)O/N=C2\CC3CCC2(C)C3(C)C)cc1 (stereo unspecified)	0.1	1	.	0	5	-5	-0.2	2.6	1	0
Cc1[nH]nc(-c2ccc(O)c(C)c2O)c1Oc1ccccc1	-0.6	1.1	.	-5	-2	72*	-0.4	-0.4	1.1	-8
Cc1ccc(-c2nc(CSCC(=O)N3CCCC3)c(C)o2)cc1	2.1	0.9	4	-9	6	-5	-0.2	-5.2	0.9	-4
O=C(Nc1ccc(Cl)cc1C(F)(F)F)C(Sc1cccc[n+]1[O-])c1ccccc1 (stereo unspecified)	-1.1	1	3	0	-3	-13	0.0	-0.5	1.1	-1
CC(=O)c1ccc(N=Nc2ccc(C)cc2)cc1	3.4	1.1	-16	3	7	-3	-0.3	-0.6	1.2	2
CCOC(=O)c1ccc(NC(=S)NCCCn2ccnc2)cc1	1.1	1	-12	-4	-1	3	-0.3	0.1	1	-7
O=C(NCc1ccccc1)Nc1cccn(Cc2ccccc2F)c1=O	1.9	0.8	-3	5	6	-36	-0.1	-0.4	0.8	-2
CC1CCCC(NC(=O)CNCc2ccccc2F)C1C (stereo unspecified)	1.2	1	-4	-6	-10	-6	-0.1	0.4	1	-2
COc1cc(NC(=O)c2ccc3c(=O)n(Cc4ccco4)c(=S)[nH]c3c2)cc(OC)c1OC	4.7	1.1	-46	-5	-5	-10	0.1	0.8	0.9	0
CCc1cc(CNC(=O)CCc2nnc(CCCc3ccccc3)o2)on1	-0.5	1	-28	-2	-9	-6	-0.1	0.0	1	-1
CC1(C)CC2CC(C)(CN2C(=S)NC(=O)c2ccccc2Cl)C1 (stereo unspecified)	1.3	1	1	-5	-1	-14	0.0	0.7	1	0
COC(=O)COc1cccc2c(=O)n(CC(=O)Nc3ccc4c(c3)OCCO4)ccc12	1.0	0.9	-22	1	-5	-5	-0.2	0.0	0.8	-3
CCS(=O)(=O)NCc1ccc2c(c1)cc(C)n2C	3.1	1	.	-10	-7	12	-0.2	-3.5	1	-1
COc1ccc(C(=O)N/N=C/C2CC=CCC2)cc1OC (stereo unspecified)	-1.2	0.9	-55	3	0	-9	0.0	-0.6	0.9	3
CC1Oc2ccccc2N(Cc2ccccc2Cl)C1=O (stereo unspecified)	0.9	1	-9	5	4	-6	-0.2	-0.5	1	1
O=[N+]([O-])c1ccc(Oc2ccc(S(=O)(=O)Nc3ccccc3)cc2)cc1	9.8*	0.9	20	-2	66*	-8	-0.4	-0.5	0.8	0
c1csc(Cc2nn3c(-c4ccncc4)nnc3s2)c1	0.3	1.4	.	-8	-6	-11	-0.2	-0.3	1.3	-9
CN(C)C(CNC(=O)c1cc(S(=O)(=O)N(C)c2ccccc2)ccc1Cl)c1cccs1 (stereo unspecified)	1.1	1.1	7	-4	11	-6	-0.3	-0.5	1	2
Nc1ncc(Br)cc1S(=O)(=O)NCCC(=O)Nc1cccc(Cl)c1	5.2	1	.	-5	64*	-12	-0.3	-6.3	1	-6
COc1ccc(N=C2SC(CC(=O)Nc3ccccc3)C(=O)N2CC2CCCO2)cc1 (stereo unspecified)	2.9	0.9	12	-1	63*	-8	-0.1	-0.5	0.9	-11
COc1ccc(S(=O)(=O)n2cnc(C)c2)cc1	0.8	1.1	-10	-3	-1	6	-0.2	-0.7	1.1	-1
Cc1cc(NC(=O)CSc2nc3ccccc3n2CC(=O)N2CCCCC2)no1	0.4	1	-7	-4	-4	-11	-0.3	0.1	1	-3
Fc1ccc(-c2nc(-c3cccs3)[nH]c2-c2ccc(F)cc2)cc1	0.9	1	16	-2	99*	-9	-0.1	0.1	1.1	-3
CCCc1cc(=O)[nH]c(SCC(=O)c2cc(C)n(C(C)COC)c2C)n1 (stereo unspecified)	0.9	.	21	2	-10	.	-0.4	0.6	.	.
O=c1nc2n(c3ccc(Br)cc13)CCS2	0.7	1	.	-5	-8	-2	0.0	-1.0	1	2
O=C(Nc1ccc(-n2ccnc2P(=O)(O)c2ccccc2)cc1)c1ccccc1Cl	-0.6	1	.	-5	-1	4	0.0	0.3	1.1	-5
O=C1c2ccccc2C(=O)c2c1cccc2N1CCCC1	0.8	0.8	-13	-1	0	11	-0.2	-0.1	1	20
O=c1c(Cc2ccc(Cl)cc2Cl)c(O)ccn1Cc1ccncc1	0.4	1	-26	-3	-3	-9	-0.1	-0.9	1	-5
CC(NC(=O)c1cc2cc([N+](=O)[O-])ccc2oc1=O)C1CCCO1 (stereo unspecified)	3.6	0.9	7	9	-12	12	-0.4	-0.1	0.9	12
Cc1ccc(-n2c(SCC(=O)NCC3CCCO3)nc3c(c2=O)SCC3)cc1 (stereo unspecified)	2.6	0.9	.	-5	-5	26	-0.2	-0.9	0.9	-4
C/C(=N/NC(=O)CNc1ccc(C)cc1)c1ccc(Cl)cc1	1.5	0.8	.	3	5	-3	-0.5	-7.5	0.8	-7
COCCNC(=O)c1sc2ncn(CC(=O)N3CCCCC3)c(=O)c2c1C	-0.2	1	-9	4	-3	0	0.4	0.8	1	-4
Cc1ccc(S(=O)(=O)CNC(=O)c2ccccc2)cc1	0.2	1.1	-9	-1	0	-9	-0.5	-3.8	1.1	-2
O=C(O)c1ccc2c(c1)[C@@H]1C=CC[C@@H]1[C@H](c1ccccn1)N2	.	.	0	.	-5	.	-0.2	-0.7	.	.
CCOc1ccc(-c2nc3scc(-c4cccs4)c3c(=O)[nH]2)cc1	3.1	1	-13	-2	-4	11	0.0	-1.1	0.9	-2
Cc1ccc(S(=O)(=O)Cn2nnnc2CN2CCN(C(=O)c3ccco3)CC2)cc1	-0.6	1.1	-13	3	-2	-9	-0.4	0.1	1.1	0
Oc1ccc(Br)cc1CN1CCCCCCC1	1.1	1.1	17	0	7	-7	-0.1	0.2	1	1
CCN(CC)c1ccc(S(=O)(=O)N2CCOCC2)cc1NC(=O)CSc1cccc[n+]1[O-]	0.0	1	-11	-6	-3	-15	-0.2	0.1	1	-3
OCCN(Cc1ccccc1)CC(O)COc1ccc(-c2ccccc2)cc1 (stereo unspecified)	-0.1	.	14	-1	39	-8	-0.3	-0.2	.	-16
COc1ccc(NC(=O)c2cc(S(=O)(=O)N3CCS(=O)(=O)CC3)ccc2Cl)cc1	2.9	0.9	.	-2	-3	-9	-0.3	17	1	2
COc1cccc(C(=O)NCC(=O)N/N=C/c2cn[nH]c2-c2ccccc2)c1	0.9	0.9	-12	-5	-9	7	0.0	-0.6	1	0
Cc1ccc(Cc2c(C)nc3nc(SCC(=O)NCCN4CCOCC4)nn3c2C)cc1	.	1	.	-1	-4	-5	0.3	0.4	0.9	1
CCc1nc(C)cc(N)c1OCc1ccccc1	0.5	0.9	-8	-1	20	-4	-0.3	3.6	0.9	1
COC(=O)CNC(=O)c1ccc(OC2CCN(C(=O)C3CC3)CC2)cc1	1.8	0.9	-26	1	-6	-7	-0.2	-1.7	0.9	-5
C=COCCNC(=O)C1CC(=O)N(c2ccc(C)cc2)C1 (stereo unspecified)	0.8	1.1	-5	-4	-4	-8	-0.5	-0.2	1	-2
CCCc1nnc(NC(=O)Cn2cnc3ccccc3c2=O)s1	0.1	0.9	.	3	-4	-12	-0.2	-3.2	0.9	-5
S=C(NCCC1=CCCCC1)NCc1ccco1	0.6	1	0	1	0	-12	-0.1	-1.4	1	-5

# (listing goes on)
SMILES	RAM network inh	PMI act hi M6P	S1P3 antag	HMGR II inh	Lmaj promast	TNAP inh no acc	Hsp70 activator	Redox H2O2 prof	PMI activator	TNAP inh hi DEA
CC(=O)c1cccc(NC(=O)c2cc(-c3ccc(F)cc3)on2)c1	1.7	1	6	-3	33	-6	0.0	0.0	1.1	-6
CC(C)(C)c1ccc(C(=O)Nc2ccccc2Cl)cc1	1.2	0.9	2	-4	-5	-12	0.0	-0.5	0.8	-4
CCCC(=O)NC(Nc1ccc(S(=O)(=O)Nc2ncccn2)cc1)(C(=O)OCC)C(F)(F)F (stereo unspecified)	2.7	1	-23	0	-5	-12	-0.4	1.5	1	-6
CC(C)c1ccc(N(CC(=O)O)S(=O)(=O)c2cccnc2)cc1	-0.3	1	-13	0	-5	-16	-0.1	-0.6	1	-9
COc1cccc(CN2CCN(Cc3ccc(O)c(OC)c3)CC2CCO)c1 (stereo unspecified)	1.4	0.9	-4	1	7	-6	-0.2	-0.8	0.9	-3
O=C(CSc1nc(-c2ccccc2)cc(C(F)(F)F)n1)c1cccc([N+](=O)[O-])c1	2.8	1	-9	-7	2	7	-0.3	0.9	0.9	-1
O=C1CCCN1CCCNCC(=O)N1c2ccccc2Sc2ccccc21	0.9	1	.	-2	1	-11	-0.4	0.8	0.9	-7
COc1cccc(C(=O)COC(=O)CCC(=O)NC2CCCCC2)c1	-0.4	1	2	-3	-6	-13	-0.4	-0.3	1	-4
CCOC(=O)Cc1csc(NC(=O)Nc2ccccc2)n1	0.2	1.1	22	12*	0	-3	-0.1	0.8	1	2
COCCN1CCN(Cc2nc(C3(c4ccc(C)cc4)CCCC3)no2)CC1	1.3	1	8	0	1	-10	-0.2	0.8	1	-3
COc1ccc(C2NC(=S)NC(C)=C2C(=O)Nc2ccccn2)cc1 (stereo unspecified)	0.3	0.9	-5	-5	-2	-11	-0.1	-0.5	0.9	-5
O=C(Nc1ccc(C(=O)N2CCCCC2)cc1)C1CCCCC1	0.0	1.1	.	-3	-2	-4	0.2	2.4	1.1	-8
COc1ccc(-c2nnc(SCC(=O)NC3CCCc4ccccc43)n2N)cc1 (stereo unspecified)	-0.1	1.1	-1	1	-5	-8	-0.4	0.1	1	-2
CCOc1cc2[nH]c(=O)n(Cc3ccc(C(=O)NCCCN4CCCC4=O)cc3)c(=O)c2cc1OCC	0.6	1	-1	1	-2	-6	-0.5	-0.8	0.9	1
Cc1ccc2cc(C)c(N3CCC(C)CC3)nc2c1	-0.4	0.9	-5	3	3	-5	0.4	0.5	1	0
O=c1c2ccccc2nnn1CSc1nnc(-c2ccco2)o1	1.7	1.1	.	-4	-3	-8	-0.2	-0.6	1	0

# Source: PubChem BioAssay (several laboratories)
